TGFb inhibitor = inhibitors of TGF-b signaling. HepG2 CAGA-GFP TGF-b/SMAD3 reporter, GFP fluorescence, 18 h; TGF-beta stimulated, 500 pg/mL final. AID 588855. Potency, µM (doses to about 46.1 µM), inactives show at the top dose activity, negative = inhibition, most hits filed as inhibitors. 410,000 compounds, 1.2% hits; also: potency is read from the fitted curve at half-maximal effect; % is scaled to controls: 0 for no effect and ±100 for the full control effect; nearly all actives have a fitted effect of over 65% in size
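Cell-based qHTS in HEPG2 carrying a CAGA-GFP Smad reporter; compounds added before 500 pg/mL final TGF-beta, 18 h incubation at 37 degrees C, GFP fluorescence quantified per cell by imaging cytometry.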
CCT modulator = cytosolic chaperonin activity modulation; purified chaperonin ATPase assay, HTRF ADP detection, 30 min; activity change, % (concentration not given with the values), hits read low; 360,000 compounds, 0.3% hits; AID 651819; in the data active = activity change below about -30%; also: % is scaled to controls: 0 for no effect and ±100 for the full control effect
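TRiC (40 or 20 nM final, by batch activity) in 30 mM Tris pH 7.4, 100 mM KCl, 5 mM MgCl2, 1 mM DTT was treated with compound at 76 uM single dose, then 10 uM ATP, 30 min at 37 °C. ADP was read by HTRF Transcreener.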
A549 viability = counter-screen for Nrf2 inhibitors: cytotoxicity in A549 cells. A549 ARE-Fluc cells, CellTiter-Fluor viability, 18-24 h. Potency, µM (titrated, usually from 46 µM), inactives show top-dose activity change, negative = cytotoxicity, most hits filed as inhibitors. 390,000 compounds, 0.16% hits. AID 504648; also: potency is read from the fitted curve at half-maximal effect; % is scaled to controls: 0 for no effect and ±100 for the full control effect
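A549 ARE_Fluc cells in 5% FBS OPTI-MEM were exposed to compounds in concentration-response for 18-24 h at 37 deg C. Viability was read by CellTiter-Fluor fluorescence (Ex 405/Em 525) after 30 min, before the luciferase read.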
EPAC2 ag = activates human EPAC2 exchange factor; Potency, µM (doses to about 154 µM), without a hit: at the top dose activation, hits mostly activators; EPAC2 activation, biochemical qHTS; response scale: 100% = 6.5 mM cAMP response; 360,000 compounds, 0.079% hits; Q8WZA2; AID 720711; also: potency is read from the fitted curve at half-maximal effect; nearly all actives have a fitted effect of over 50% in size
Target sequence (Q8WZA2 whole entry, looked up): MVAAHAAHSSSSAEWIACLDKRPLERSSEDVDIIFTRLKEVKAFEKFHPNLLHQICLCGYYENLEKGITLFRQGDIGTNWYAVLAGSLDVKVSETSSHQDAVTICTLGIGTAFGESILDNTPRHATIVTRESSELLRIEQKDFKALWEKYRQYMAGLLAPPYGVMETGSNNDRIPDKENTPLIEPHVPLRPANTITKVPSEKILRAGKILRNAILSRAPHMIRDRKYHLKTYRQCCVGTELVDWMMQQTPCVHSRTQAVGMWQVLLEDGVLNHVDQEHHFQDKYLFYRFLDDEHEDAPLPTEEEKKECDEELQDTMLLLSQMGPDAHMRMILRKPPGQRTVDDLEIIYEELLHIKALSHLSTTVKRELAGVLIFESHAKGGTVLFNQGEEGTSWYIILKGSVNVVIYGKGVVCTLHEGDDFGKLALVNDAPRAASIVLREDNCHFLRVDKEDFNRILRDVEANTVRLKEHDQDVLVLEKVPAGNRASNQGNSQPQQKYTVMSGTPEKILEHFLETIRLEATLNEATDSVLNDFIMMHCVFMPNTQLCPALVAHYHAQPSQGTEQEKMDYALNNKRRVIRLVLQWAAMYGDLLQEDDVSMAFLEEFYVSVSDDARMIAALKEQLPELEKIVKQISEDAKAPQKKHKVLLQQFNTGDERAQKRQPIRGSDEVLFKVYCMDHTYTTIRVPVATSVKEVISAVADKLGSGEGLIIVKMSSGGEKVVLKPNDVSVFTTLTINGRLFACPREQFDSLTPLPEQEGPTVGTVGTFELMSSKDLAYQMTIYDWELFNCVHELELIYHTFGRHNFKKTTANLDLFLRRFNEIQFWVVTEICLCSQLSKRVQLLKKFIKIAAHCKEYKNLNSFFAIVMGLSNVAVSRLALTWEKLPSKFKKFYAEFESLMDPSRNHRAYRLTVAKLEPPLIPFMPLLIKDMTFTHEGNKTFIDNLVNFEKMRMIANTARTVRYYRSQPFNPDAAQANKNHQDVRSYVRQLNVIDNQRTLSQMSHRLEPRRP
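Setup: EPAC2 100 nM, labeled Rap1B complex 250 nM, free GDP 50 uM. Compound titrations pinned in, brief spin, 5 min room temperature incubation. Kinetic fluorescence read over 30 min, normalized to 6.5 mM cAMP.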
MmCpn inh = inhibitors of Methanococcus maripaludis chaperonin (MmCpn); purified Mm-Cpn ATPase, ADP Transcreener TR-FRET; Potency, µM (series often up to 76.9 µM), without a hit: at the highest dose activity, negative = inhibition, usual class: inhibitors; 330,000 compounds, 0.031% hits; AID 504842; also: potency is read from the fitted curve at half-maximal effect; % is scaled to controls: 0 for no effect and ±100 for the full control effect; nearly all actives have a fitted effect of over 80% in size
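Eu-cryptate anti-ADP/ADP-d2 competition gives a ratio inversely related to ADP. Enzyme at 25 nM was pre-exposed to compound for 10 min, then given 10 uM ATP for 30 min, 37°C throughout.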
Nrf2 activator = activates Nrf2 signaling; AREc32 ARE-luciferase reporter (MCF7-derived line), luminescence, 24 h; Potency, µM (series often up to 46.1 µM), for inactives: top-dose activation, usual class: activators; 410,000 compounds, 0.31% hits; AID 624171; also: potency is read from the fitted curve at half-maximal effect; % of control where 0% means no effect; nearly all actives have a fitted effect of over 65% in size
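Reporter line AREc32 (ARE-Fluc), seeded overnight in OPTI-MEM with 5% FBS; compound pin-transferred, 24 hr at 37 deg C, 5% CO2; luminescent read-out.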
EPAC2 antagonist = blocks human EPAC2 exchange factor; Q8WZA2; EPAC2 GEF exchange of Rap1B-BODIPY-GDP, fluorescence; Potency, µM (doses to about 114 µM), for inactives: top-dose activity, negative = inhibition, hits mostly inhibitors; 360,000 compounds, 0.18% hits; also: potency is read from the fitted curve at half-maximal effect; % is scaled to controls: 0 for no effect and ±100 for the full control effect; nearly all actives have a fitted effect of over 45% in size; many of its hits are not listed in these tables
Nrf2 block = inhibitors of Nrf2 signaling; A549 ARE-Fluc reporter, luciferase luminescence, 18-24 h; Potency, µM (doses to about 46 µM), without a hit: at the top dose activity change, negative = inhibition, actives largely listed as inhibitors; 360,000 compounds, 2.1% hits; also: potency is read from the fitted curve at half-maximal effect; % is scaled to controls: 0 for no effect and ±100 for the full control effect; nearly all actives have a fitted effect of over 60% in size
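A549 ARE_Fluc cells (5000/well, 5% FBS OPTI-MEM) pre-incubated 2 h, then treated with compounds 18-24 h at 37C/5% CO2 in concentration-response. CellTiter-Fluor viability read first; BugLite luciferase luminescence after 15 min at room temperature gives Nrf2 activity.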
Akt phos inh = Akt phosphorylation inhibition. activity change, % for hits at 50 µM. 360,000 compounds, 0.32% hits. Neuro2A IGF-stimulated pAkt S473 HTRF, 20 min; stronger effect = lower value; in the data active = activity change below about -80%; inconclusive = mostly about -51% to -80%; also: % is scaled to controls: 0 for no effect and ±100 for the full control effect
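Neuro2A cells in DMEM with 0.5% FBS, overnight at 37 deg C, given compound at single 50 µM final, then IGF (6 nM final) for 20 min at 37 deg C. Lysed; phospho-Akt Ser473 by HTRF after 24 h, 665/615 ratio.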
Starred values were filed as active, the others as inactive; i = inactive; ? = inconclusive; / = no result given; [ ] = dose if it differs, or a comment. Unless noted, calls follow the shape of the dose curve; as a rule, active = well fitted curve in the direction sought with a large enough effect; inconclusive = small, poorly fitted or top-dose-only effect, or another doubt; inactive = no such curve, though single readings can be large; an effect the other way counts as inactive or inconclusive. The list is partial; rates above refer to the full screens.

SMILES	TGFb inhibitor	CCT modulator	A549 viability	EPAC2 ag	MmCpn inh	Nrf2 activator	EPAC2 antagonist	Nrf2 block	Akt phos inh
COc1cc(CN2CCN(CCCc3ccccc3)C(CCO)C2)cc(OC)c1O (centres undefined)	-4%	0.1	-3%	6%	-1%	0.0%	-1%	-2%	i
O=C1NC(Cc2ccccc2)c2nc3ccccc3c(=O)n2-c2ncccc21 (centres undefined)	4%	-1.1	/	-8%	/	3.5%	4%	/	i
Cc1ccnc(N2CCC(C(=O)Nc3cccc(C(F)(F)F)c3)CC2)n1	-8%	-3.7	/	-1%	0%	-0.1%	0%	13µM*	i
O=C(OCC(=O)N1CCN(C(=O)c2ccco2)CC1)c1cc(-c2ccccc2)nc2ccccc12	21%	-3.5	-3%	0%[15.6 µM]	-1%	-1.4%	-2%	-6%	/
CS(=O)(=O)c1ccc(C(=O)NNC(=O)c2cccs2)cc1	9%	-1.7	0%	15%	-1%	-0.5%	4%	10%	i
CC/C(=N\NS(C)(=O)=O)c1ccccc1	0%	-2.0	1%	-6%	0%	-0.4%	4%	4%	i
O=C(Nc1ccc(Br)cc1F)N1CCC(CN2CCc3ccccc3C2)CC1	-6%	/	-5%	/	/	2.7%	/	?	/
COc1ccc(C(CNC(=O)c2ccco2)N2CCOCC2)cc1 (centres undefined)	-2%	1.0	-2%	5%	0%	-1.3%	1%	3%	i
COC(=O)c1cc(OC)c(OC)cc1NC(=O)CSCc1c(C)noc1C	-3%	-0.2	0%	0%	-6%	-0.3%	24%	1%	i
COc1ccc([N+](=O)[O-])cc1NC(=O)COC(=O)Cn1cnc2ccccc2c1=O	19%	1.4	4%	2%	3%	0.8%	9%	0%	i
COc1cccc(/C=N/NC(=O)CCc2c(C)n[nH]c2C)c1	-11%	-1.2	-2%	0%	2%	-0.3%	-2%	1%	i
COCCN(C(=O)c1csnn1)C(C(=O)NC1CCCCC1)c1ccccc1 (centres undefined)	8%	0.8	-7%	11%	1%	-0.3%	3%	3%	i

Part of the list above, reformatted.
Below each compound – TGFb inhibitor	CCT modulator	A549 viability	EPAC2 ag	MmCpn inh	Nrf2 activator	EPAC2 antagonist	Nrf2 block	Akt phos inh
> COc1cc(CN2CCN(CCCc3ccccc3)C(CCO)C2)cc(OC)c1O (centres undefined)
    -4%	0.1	-3%	6%	-1%	0.0%	-1%	-2%	i
> O=C1NC(Cc2ccccc2)c2nc3ccccc3c(=O)n2-c2ncccc21 (centres undefined)
    4%	-1.1	/	-8%	/	3.5%	4%	/	i
> Cc1ccnc(N2CCC(C(=O)Nc3cccc(C(F)(F)F)c3)CC2)n1
    -8%	-3.7	/	-1%	0%	-0.1%	0%	13µM*	i
> O=C(OCC(=O)N1CCN(C(=O)c2ccco2)CC1)c1cc(-c2ccccc2)nc2ccccc12
    21%	-3.5	-3%	0%[15.6 µM]	-1%	-1.4%	-2%	-6%	/
> CS(=O)(=O)c1ccc(C(=O)NNC(=O)c2cccs2)cc1
    9%	-1.7	0%	15%	-1%	-0.5%	4%	10%	i
> CC/C(=N\NS(C)(=O)=O)c1ccccc1
    0%	-2.0	1%	-6%	0%	-0.4%	4%	4%	i
> O=C(Nc1ccc(Br)cc1F)N1CCC(CN2CCc3ccccc3C2)CC1
    -6%	/	-5%	/	/	2.7%	/	?	/
> COc1ccc(C(CNC(=O)c2ccco2)N2CCOCC2)cc1 (centres undefined)
    -2%	1.0	-2%	5%	0%	-1.3%	1%	3%	i
> COC(=O)c1cc(OC)c(OC)cc1NC(=O)CSCc1c(C)noc1C
    -3%	-0.2	0%	0%	-6%	-0.3%	24%	1%	i
> COc1ccc([N+](=O)[O-])cc1NC(=O)COC(=O)Cn1cnc2ccccc2c1=O
    19%	1.4	4%	2%	3%	0.8%	9%	0%	i
> COc1cccc(/C=N/NC(=O)CCc2c(C)n[nH]c2C)c1
    -11%	-1.2	-2%	0%	2%	-0.3%	-2%	1%	i

(list continues)
SMILES	TGFb inhibitor	CCT modulator	A549 viability	EPAC2 ag	MmCpn inh	Nrf2 activator	EPAC2 antagonist	Nrf2 block	Akt phos inh
CCCCN1CC(COCc2ccccc2)Oc2cccc(Oc3ccc(OC)cc3)c2S1(=O)=O (centres undefined)	4%	-0.1	2%	10%	/	2.6%	-3%	-18%	i
O=C(c1ccccc1)c1cnc2ccc(Cl)cc2c1N1CCOCC1	31%[activator]	-0.8	7%	9%	2%	-0.3%	-21%	4%	i
Cc1ccc(C(=O)Nc2ccccc2)cc1S(=O)(=O)Nc1ccc(Cl)cn1	-13%	-1.0	-7%	-6%	-2%	-0.4%	-7%	?	i
COc1ccc(CC(N)c2csc(NC(=O)NCc3ccccc3)n2)cc1 (centres undefined)	-5%	1.2	/	0%	/	4.6%	16%	/	i
Cc1ccc(NC(=O)c2ccc([N+](=O)[O-])cc2)cc1S(=O)(=O)N(C)C	0%	2.9	12%	5%	1%	7.1%	6%	?	i
Cc1ccc(-n2ncc(C(=O)N3CCN(C(=O)c4ccco4)CC3)c2-n2cccc2)cc1	12%	0.0	2%	1%	-2%	0.1%	0%	?	i
CCN1CCN(C(=O)C2CCN(S(=O)(=O)c3cc(Cl)ccc3Cl)CC2)CC1	-11%	-5.7	3%	0%	?	0.2%	-2%	0%	i
COC(C)(C)[C@@H](O)COc1c2ccoc2cc2oc(=O)ccc12	-14%	1.8	-1%	3%	2%	3.2%	-9%	3%	i
COc1ccc([C@@]23Oc4cc(OC)cc(OC)c4[C@]2(O)[C@H](O)[C@H](C(=O)N(C)C)[C@H]3c2ccccc2)cc1	-115%	-2.7	?	4%	/	-1.7%	-6%	0.021µM*	i
Cc1ccc(NC(=O)c2cc(S(=O)(=O)NCCC3=CCCCC3)ccc2F)cc1	11µM*	-1.6	?	-3%	2%	3.7%	-16%	15µM*	i
Cc1ccccc1-c1nc(CS(=O)CC(=O)NC(C)CCc2ccccc2)c(C)o1 (centres undefined)	-26%	0.2	0%	6%	0%	-0.3%	3%	-18%	i
CCS(=O)(=O)N1CC(=O)N(c2ccc(C)c(C)c2)C(C)(C(=O)NC2CCCCC2)C1 (centres undefined)	-13%	/	3%	/	/	0.0%	/	20%	/
Cc1nc(NS(=O)(=O)c2ccccc2)sc1NC(=O)OC(C)C	3%	4.1	-1%	1%	2%	-0.8%	18%	-7%	i
O=C(NCc1ccccn1)c1cccc(S(=O)(=O)N2CCc3ccccc32)c1	-17%	-2.5	5%	3%	1%	-0.5%	1%	?	i
COc1ccc2c(c1)CCC1=C2NC(=S)NC1c1ccc(N(C)C)cc1 (centres undefined)	-22%	-3.9	-15%	15%	-4%	6.4%	-5%	?	i
CCc1nnc(NC(=O)CCN2C(=O)/C(=C/c3cc(OC)c(OC)c(OC)c3)SC2=S)s1	7%	-0.1	2%	-5%	-2%	-0.7%	-4%	?	i
O=C(N/N=C/c1ccccn1)c1ccc(NC(=O)c2cccc([N+](=O)[O-])c2)cc1	3%	-1.0	12%	-5%	-1%	1.6%	?	19%	i
CC1CCN(CCCNC(=O)C2CCC(=O)N2C2CCCC2)CC1 (centres undefined)	-22%	-0.9	8%[1.84 µM]	9%	1%	-0.2%	9%	5%	i
Cc1c(NC(=O)CSc2nnc3c4ccccc4n(CCc4ccccc4)c3n2)c(=O)n(-c2ccccc2)n1C	-6%	0.8	-24%	-6%	1%	-0.7%	3%	?	i
COC(=O)CSc1nc(SC)nc2c1sc1nc(-c3ccco3)c3c(c12)CC(C)(C)OC3	1%	-2.5	1%	4%	/	-0.3%	-2%	-4%	i
C=CCOc1ccc(Cl)cc1CNC1CCCC1	-1%	-0.5	-5%	5%	3%	-0.7%	-6%	-2%	i
Cc1sc2ncnc(SCC(=O)NC3CCS(=O)(=O)C3)c2c1C (centres undefined)	-4%	-0.1	/	1%	/	-1.0%	4%	/	i
O=C(O)c1[nH]c2ccc(Cl)cc2c1CC(=O)N1CCN(C(=O)c2ccco2)CC1	23%	-0.2	1%	-1%	-1%	-0.3%	-5%	/	i
COc1cc([N+](=O)[O-])cc(/C=N/NC(=O)Cn2nccc2C)c1O	-13%	-1.5	-16%	4%	-3%	0.1%	-6%	-21%	i
CC(C)CC(=O)Nc1nc2c(c(=O)[nH]1)CCCC2	0%	-2.0	-5%	2%	2%	0.1%	8%	2%	i
CCOc1ccc2nc(S(=O)(=O)NC(=O)C3(C)CCN3C(=O)c3c(C)noc3C)sc2c1 (centres undefined)	-4%	0.6	/	11%	/	0.0%	12%	/	i
CNC(=O)c1cc(C(=O)c2ccccc2Br)c[nH]1	5%	1.1	7%	5%	?	1.6%	-6%	?	i
COc1ccccc1C(=O)NNC1CC(=O)N(c2ccc3c(c2)OCCO3)C1=O (centres undefined)	0%	-2.1	-3%	19%	-3%	1.8%	8%	0%	i
O=C(CSc1nnc(-c2ccc(O)cc2)o1)N1CCOCC1	0%	0.1	-6%	-5%	2%	-0.5%	-3%	?	i
COc1ccccc1S(=O)(=O)Cc1ccc(C(=O)NCc2ccc3c(c2)OCO3)o1	0%	0.7	0%	1%	-2%	-0.3%	-5%	-2%	i
COC(=O)c1nnn(CC(=O)Nc2cccc(OC)c2)c1C(=O)OC	0%	-2.9	-12%	2%	3%	-0.3%	-3%	-7%	i

Bioassay records as filed in PubChem BioAssay.
